Assay outcomes: PubChem, National Center for Advancing Translational Sciences (NCATS)
SW480 rereplic: A quantitative high throughput screen for small molecules that induce DNA re-replication in SW480 colon adenocarcinoma cells; SW480 DNA re-replication, Hoechst DNA content imaging, 48 h; Potency, µM (series often up to 46.1 µM), for inactives: top-dose re-replication activation, most hits filed as activators; 1.8% of 340,000 active; AID 624297, 2012; note: % of control where 0% means no effect; nearly all actives have a fitted effect of over 55% in size
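250 cells/well; 23 nL cpd via pin tool; 48 hr, 37 C, 5% CO2; Hoechst 40 min; imager read of total nuclear intensity, ex 405/em 500-530 nm.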
KB-V1 MDR tox: qHTS assay for MDR1-selective chemotherapeutics: Primary screen using the drug-selected MDR subline cells KB-V1; KB-V1 MDR cells viability, CellTiter-Glo, 72 h; Potency, µM (series often up to 46.1 µM), inactives show top-dose activity change, negative = cytotoxicity, usual class: cytotoxic; 3.4% of 400,000 active; AID 1347076, 2019; note: % is set by controls: 0 for no effect and ±100 for the full control effect; nearly all actives have a fitted effect of over 60% in size
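In this primary screen, KB-V1 cells overexpressing P-gp are incubated with library compounds (lowest to highest concentration) for 72 h at 37 degrees C before a luminescent ATP viability read.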
GLP1R ag: qHTS of GLP-1 Receptor Agonists. Glucagon-like peptide 1 receptor (Homo sapiens), P43220. HEK293 GLP-1R CRE-luciferase, luminescence, 4-6 h; cells express a hypersensitive GLP-1R form. Potency, µM (doses to about 45.6 µM), for the others: at the highest dose activation, actives largely listed as activators. 0.007% of 380,000 active. AID 624172, 2012; note: % of control where 0% means no effect
Target sequence (P43220 whole entry, looked up): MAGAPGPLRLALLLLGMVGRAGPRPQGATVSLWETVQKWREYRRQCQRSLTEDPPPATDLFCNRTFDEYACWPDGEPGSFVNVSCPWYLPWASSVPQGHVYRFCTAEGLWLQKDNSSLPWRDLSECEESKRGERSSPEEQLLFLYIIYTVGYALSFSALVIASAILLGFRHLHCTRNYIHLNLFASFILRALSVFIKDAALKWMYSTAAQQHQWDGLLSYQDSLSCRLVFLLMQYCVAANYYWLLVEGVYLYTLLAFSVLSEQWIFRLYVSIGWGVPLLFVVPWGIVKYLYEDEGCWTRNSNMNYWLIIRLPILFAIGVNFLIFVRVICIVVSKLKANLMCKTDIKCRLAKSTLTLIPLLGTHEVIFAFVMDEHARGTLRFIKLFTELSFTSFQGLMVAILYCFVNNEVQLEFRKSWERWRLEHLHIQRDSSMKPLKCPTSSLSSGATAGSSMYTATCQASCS
GLP1R cytotox: qHTS of GLP-1 Receptor Inverse Agonists: Cytotox Screen | HEK293 cAMP-luciferase reporter cells, luminescence, 24 h | Potency, µM (top dose mostly 38.3 µM), for the others: at the highest dose activity change, negative = inhibition, actives largely listed as inhibitors | 0.13% of 410,000 active;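 note: loss of luciferase light is scored as toxicity; % is set by controls: 0 for no effect and ±100 for the full control effect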
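Seeding density was 200 cells/uL; after overnight-length (12 h) culture, 23 nL compounds went on for 24 h at 37 °C. Readout used a luciferase detection reagent, luminescence taken after 12 min at room temperature.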
HT1080 IDH1KD tx: qHTS for induction of synthetic lethality in tumor cells producing 2HG: qHTS for the HT-1080-IDH1KD cell line; HT-1080 IDH1 knockdown viability, ATP luminescence, 48 h; Potency, µM (highest dose often 46.1 µM), without a hit: at the highest dose activity, negative = toxicity, hits mostly cytotoxic; 2% of 360,000 active; AID 686971, 2013;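 note: 0% = DMSO wells and -100% = cell-free medium wells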
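% activity derives from luminescence (CellTiter-Glo), normalised to DMSO and no-cell wells. HT-1080-IDH1KD cells, 750/well, had 48 h compound exposure at 37 °C.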
GLP-1R inv ag: qHTS of GLP-1 Receptor Inverse Agonists (Inhibition Mode); Glucagon-like peptide 1 receptor (Homo sapiens), P43220; HEK293 GLP-1R CRE-luciferase, luminescence, 24 h; GLP-1R form is constitutively active; Potency, µM (highest dose often 38.3 µM), inactives show at the highest dose activity change, negative = inhibition, usual class: inhibitors; 1.6% of 410,000 active; note: % is set by controls: 0 for no effect and ±100 for the full control effect; nearly all actives have a fitted effect of over 55% in size
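HEK293 cells stably co-expressing constitutively active GLP-1R and a cAMP-responsive luciferase reporter were seeded in DMEM with 10% Nu serum, given compounds after 12 h, and incubated 24 h at 37 deg C. Luminescence was then read.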
KB-3-1 cytotox: qHTS assay for MDR1-selective chemotherapeutics: Primary screen using the parental adenocarcinoma cell KB-3-1; KB-3-1 viability, CellTiter-Glo ATP luminescence, 72 h; Potency, µM (highest dose often 46.1 µM), inactives show at the top dose activity change, negative = cytotoxic, most hits filed as cytotoxic; 1.4% of 400,000 active; note: % is set by controls: 0 for no effect and ±100 for the full control effect; nearly all actives have a fitted effect of over 60% in size
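Cytotoxicity in the drug-sensitive parental line KB-3-1 was scored as loss of CellTiter-Glo luminescence following 72 h incubation with compound. Values come from curve fitting of normalized concentration-response data.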
TDP-43 yeast inh: qHTS of TDP-43 Inhibitors; TDP-43 expressing yeast growth rescue, BacTiter-Glo, 24 h; Potency, µM (titrated, usually from 46.1 µM), inactives show at the top dose growth rescue (activation), hits mostly activators; 1.8% of 410,000 active; note: % of control where 0% means no effect; nearly all actives have a fitted effect of over 50% in size
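Readout is BacTiter-Glo luminescence of cell growth, so inhibitors register as activators. TDP-43-expressing yeast at OD600=0.02 in galactose medium, after raffinose pregrowth to mid-log, were incubated with compound for 24 hr at 30 deg C.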
HT1080-NT tox: qHTS for induction of synthetic lethality in tumor cells producing 2HG: qHTS for the HT-1080-NT fibrosarcoma cell line. HT-1080-NT fibrosarcoma viability, CellTiter-Glo ATP luminescence, 48 h. Potency, µM (doses to about 46.1 µM), inactives show at the highest dose activity, negative = less viability, most hits filed as cytotoxic. 1.6% of 360,000 active;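 note: NT is the 2HG producing partner of a matched IDH1 knockdown line; 0% = DMSO-treated cells and -100% = media-only wells without cells; nearly all actives have a fitted effect of over 55% in size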
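Fibrosarcoma NT cells, 750 per well in 5% FBS RPMI, were exposed to compound for 48 hours. Viability: CellTiter-Glo luminescence.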
Active calls of the source: *; ? = inconclusive; . = not tested or not shown; & = joins results of further samples; [ ] = remark or other dose. Calls come from the whole dose curve; as a rule, active = well fitted curve in the direction sought with a large enough effect; inconclusive = small, poorly fitted or top-dose-only effect, or another doubt; inactive = no such curve, though single readings can be large; an effect the other way counts as inactive or inconclusive. Potency is the fitted concentration of half-maximal effect. Rows were taken by chance. Share with any hit: about 9.4%.

SMILES | SW480 rereplic | KB-V1 MDR tox | GLP1R ag | GLP1R cytotox | HT1080 IDH1KD tx | GLP-1R inv ag | KB-3-1 cytotox | TDP-43 yeast inh | HT1080-NT tox
CSc1cc(-c2ccccc2)n(Cc2ccccc2Cl)c(=O)c1C#N | 6.5µM* | ? | -9% | -1% | 0% | 2% | 4.6µM* | -6% | 1%
Cc1ccc(NC(=O)c2cc(S(=O)(=O)N(C)C3CCCCC3)ccc2F)cc1C | . | 0% | . | -6% | . | ? | -27% | 10% | .
O=C(Cn1c(SCC(=O)N2CCCc3ccccc32)nc2ccccc21)N1CCCC1 | -6% | -9% | 4% | -19% | -6% | 3% | -7% | -16% | 0%[9.24 µM]
Cc1nn(-c2ccccc2)c(C)c1C(=O)OCC(=O)Nc1ccccc1F | -11% | -2% | -4% | -8% | ? | 2% | -20% | 0% | -22%[9.24 µM]
CCCc1nc(-c2ccccc2)c(-c2ccc(OC)c(OC)c2)c(=O)[nH]1 | ? | -12% | -5% | 1% | -2% | 24% | -8% | -17% | -5%
Cc1c(Cl)cccc1NC(=O)NCc1ccc(C)n1C | ? | 11% | -2% | -12% | 2% | -6% | 3% | 11% | -13%
Cc1ccc(/C=C2\SC(N3CCCCC3)=NC2=O)cc1 | 0% | -2% | 1% | 12% | -9% | -8% | -2% | 10µM* | -10%
CS(=O)(=O)c1ccc(N2CCN(c3ccccn3)CC2)c([N+](=O)[O-])c1 | 7% | ? | 8% | -7% | -1% | 9% | -18% | -9% | -7%
O=C(C1=NN(c2ccccc2)C2C(=O)N(c3ccc(Cl)cc3)C(=O)C12)c1ccccc1 (configuration not stated) | -6% | 9% | -6% | 38%[activator] | 10% | 5% | 6% | 10% | 22%
NNC(=O)c1ccc(COc2ccc3c(c2)CCC3)o1 | -4% | 9% | 0% | -15% | ? | -22% | 2% | 22% | -8%
Cc1ccc2nc(-c3ccc(NC(=O)CSc4ccccc4)cc3)[nH]c2c1 | -2% | 12% | -1% | 4% | 13µM* | -8% | -20% | -2% | ?
Cc1noc(NS(=O)(=O)c2ccc(NC(=O)CCC3CCCC3)cc2)c1C | -6% | 7% | 2% | 3% | 15% | 6% | 0% | 19% | 3%
CCCNC(=O)Cn1nc(-c2ccc(C)cc2)c2cnc3ccc(CC)cc3c21 | . | 15% | . | 30% | . | 2% | -19% | 1% | .
CCOc1ccc(-n2nc3c(=O)n(CCN4CCCCC4)nc(C)c3c2C)cc1 | 23µM* | -3% | 5% | 15% | -2% | ? | -3% | -23% | 0%
O=C(Cc1ccccc1)Nc1ccc2[nH]ncc2c1 | -11% | 22% | -3% | 1% | -22% | -20% | 20% | 13% | -15%
Cc1ccc(O)c(CN(C)Cc2cc(C)ccc2O)c1 | -3% | 21µM* | 6% | -21% | -5% | 13µM* | ? | -15% | 2%
Cc1ccccc1C(=O)NN1CCOCC1 | 0% | 10% | -1% | -7% | 1% | 14% | 3% | 19% | 4%
COC(=O)C1=C(C)N(C)C(C)=C(C(=O)OC)C1c1ccc(C(=O)OC)cc1 | -2% | ? | -1% | -2% | -5% | -17% | -9% | 13% | -1%
CC(NC(=O)Cn1cccc1C(=O)c1ccccc1)c1ccccc1 (configuration not stated) | ? | ? | -3% | 9% | -1% | ? | -7% | ? | 3%
CCCN(CC(=O)Nc1cc(Cl)ccc1Cl)C(=O)/C=C/c1ccco1 | 3% | ? | 3% | -8% | 2% | ? | -5% | 22% | 5%

Ordered by the number under GLP1R ag (largest number first): 6 from the list above
molecule,GLP1R ag
CS(=O)(=O)c1ccc(N2CCN(c3ccccn3)CC2)c([N+](=O)[O-])c1,8%
Cc1ccc(O)c(CN(C)Cc2cc(C)ccc2O)c1,6%
O=C(Cn1c(SCC(=O)N2CCCc3ccccc32)nc2ccccc21)N1CCCC1,4%
COC(=O)C1=C(C)N(C)C(C)=C(C(=O)OC)C1c1ccc(C(=O)OC)cc1,-1%
O=C(Cc1ccccc1)Nc1ccc2[nH]ncc2c1,-3%
O=C(C1=NN(c2ccccc2)C2C(=O)N(c3ccc(Cl)cc3)C(=O)C12)c1ccccc1 (configuration not stated),-6%

Next part:
SMILES | SW480 rereplic | KB-V1 MDR tox | GLP1R ag | GLP1R cytotox | HT1080 IDH1KD tx | GLP-1R inv ag | KB-3-1 cytotox | TDP-43 yeast inh | HT1080-NT tox
CCN1CCN(S(=O)(=O)c2c[nH]c(C(=O)OC)c2)CC1 | -13% | 20% | -3% | 3% | 9% | 12% | 4% | 30% | 0%
CCN(CC(=O)Nc1cc(S(=O)(=O)N2CCOCC2)ccc1C)Cc1ccccc1 | -3% | ? | 11% | 2% | 3% | ? | ? | 0% | 12%
COc1cccc(NC(=O)COC(=O)C2CC2)c1 | -1% | 0% | -1% | 2% | -8% | -3% | -21% | 22% | -2%
CCc1ccc(NC(=O)CN(c2cc(C)cc(C)c2)S(=O)(=O)c2c(C)[nH]c(=O)[nH]c2=O)cc1 | 0% | -1%&25% | 0% | 8%&1% | 1% | ? | -5%&0% | -6%&0% | 0%
CCCCN(C=O)c1c(CC)nc2ccc(C(=O)Nc3cc(-c4ccccc4)ccc3OC)cn12 | . | 23µM* | 17% | ? | ? | ? | ? | 14% | ?
O=C(OCc1ccc(COC(=O)c2ccc(O)cc2)cc1)c1ccc(O)cc1 | 2% | -5% | 0% | 8% | -26% | ? | 0% | -7% | -29%
C/C(=N/NC(=O)CNC(=O)Cc1ccc(Cl)cc1)c1ccco1 | ? | -5% | 11% | 4% | 10% | 13% | 3% | -12% | 11%
CN(C(=O)COC(=O)CN1C(=O)c2cccc([N+](=O)[O-])c2C1=O)c1ccccc1 | ? | -17% | -5% | 3% | -1% | -5% | -18% | 4% | -3%
CCCCc1c(-c2cccc(OC)c2)ncn1CCc1ccccc1OC | . | 12µM* | -2% | -14% | 26µM* | ? | ? | 15% | 21µM*
CCOC(CNC(=O)c1ccc2nc(N3CCC(C)CC3)sc2c1)OCC | 1% | -23% | -4% | -2% | 2% | ? | -4% | 12% | 4%
COCC(=O)N1CCCC(C(=O)c2ccc(C(F)(F)F)cc2)C1 (configuration not stated) | ? | -1% | -5% | -4% | 1% | 4% | -10% | 16% | 2%
Cc1cccc(N2C(=O)SC(N(CC(=O)O)c3cccc(C)c3)C2=O)c1 (configuration not stated) | 3% | 16% | -2% | 16% | 4% | 13% | 4% | 9% | 4%
O=C(NC1CCC(c2ccccc2)CC1)c1cccnc1 (configuration not stated) | -17% | 0% | 10% | -22% | -2% | -61% | -12% | 6% | -6%
O=C(Cc1cccs1)Nc1ccccc1NC(=O)Cc1cccs1 | 2% | -2% | 4% | -15% | 4% | 0% | 13% | 15% | 13%
Cc1nc(N/N=C/c2ccc(O)cc2)c2cnn(-c3ccccc3)c2n1 | -26% | 0% | -1% | -18% | ? | ? | 0% | ? | ?
O=C(CSc1nnc(Cc2ccccc2)c(=O)[nH]1)Nc1ccccc1 | -1% | ? | -9% | -1% | 10% | -1% | 2% | -9% | 0%
NC(=O)C1=NOC(CNc2ncc(C(F)(F)F)cc2Cl)C1 (configuration not stated) | -4% | 7% | 11% | 67%[activator] | -4% | 6% | 5% | 3% | -2%
CCN(CC)S(=O)(=O)c1cccc(NC(=O)c2ccccc2Br)c1 | 1% | ? | 7% | 3% | 0% | ? | -1% | -17% | 0%
O=C(CN1CCC(n2nnc3cc(F)ccc32)CC1)N1CCCc2ccccc21 | -1% | -29% | 3% | -28% | ? | -24% | 2% | 14% | -29%
CC(C)CC(=O)Nc1c2c(nn1-c1ccc(F)cc1)CS(=O)C2 (configuration not stated) | -4% | 10% | -2% | -23% | -1% | 10% | -1% | -3% | 3%
Cc1ccc(NC(=O)CN(C)C(=O)Nc2ccc(C)cc2)cc1 | -11% | 18% | 3% | 4% | 22% | 12% | 3% | 22% | 15%
COc1cccc(N2[C@@H](CC(=O)O)c3cc(C(F)(F)F)ccc3S2(=O)=O)c1 | 4%[9.22 µM] | 8% | -2% | 2% | 5% | 12% | 12% | 26% | 11%
FC(F)(F)c1cc(-c2ccco2)nc(-n2cnc3ccccc32)n1 | -4% | -8% | 3% | -9% | 10% | 0% | -6% | -12% | 6%
Cc1ccc(N(CC(=O)NCc2ccco2)C(=O)CCC(=O)Nc2ccccn2)cc1C | -5% | -11% | 8% | 3% | -6% | -8% | 3% | -5% | 1%

Entries shown so far with a COOH group, in the order listed:
SMILES | SW480 rereplic | KB-V1 MDR tox | GLP1R ag | GLP1R cytotox | HT1080 IDH1KD tx | GLP-1R inv ag | KB-3-1 cytotox | TDP-43 yeast inh | HT1080-NT tox
Cc1cccc(N2C(=O)SC(N(CC(=O)O)c3cccc(C)c3)C2=O)c1 (configuration not stated) | 3% | 16% | -2% | 16% | 4% | 13% | 4% | 9% | 4%
COc1cccc(N2[C@@H](CC(=O)O)c3cc(C(F)(F)F)ccc3S2(=O)=O)c1 | 4%[9.22 µM] | 8% | -2% | 2% | 5% | 12% | 12% | 26% | 11%
